Compound activity as filed in PubChem BioAssay.
OX1R antag-1 – blocks the human orexin 1 receptor; O43613; CHO/OX1R cells, Fluo-8 calcium fluorescence, orexin A; inhibition, % at 5 µM; actives 0.43% (n = 330,000); AID 434989;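 active = inhibition above its plate's threshold, mean inhibition of all tested compounds on the plate plus 3 SD, cut at about 37% in these data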;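 also: 0% = orexin A challenge wells and 100% = SB-334867-A antagonist wells; not every result past the cut was called active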
Target sequence (O43613 whole entry, looked up): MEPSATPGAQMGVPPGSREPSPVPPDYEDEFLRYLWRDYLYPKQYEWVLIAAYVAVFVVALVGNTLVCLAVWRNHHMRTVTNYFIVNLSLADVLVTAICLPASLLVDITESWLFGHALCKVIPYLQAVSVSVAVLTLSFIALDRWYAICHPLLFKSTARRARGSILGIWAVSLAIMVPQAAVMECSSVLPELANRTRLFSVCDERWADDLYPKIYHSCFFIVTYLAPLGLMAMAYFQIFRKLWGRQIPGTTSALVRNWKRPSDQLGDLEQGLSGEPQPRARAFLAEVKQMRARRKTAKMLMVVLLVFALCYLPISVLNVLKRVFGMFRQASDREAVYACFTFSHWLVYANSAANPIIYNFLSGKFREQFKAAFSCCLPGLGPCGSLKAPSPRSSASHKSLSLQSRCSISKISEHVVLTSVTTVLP
OX1R antag-2 – OX1R (human) antagonism. O43613. OX1R-expressing cells, FRET antagonist read-out. inhibition, % at 6.6 µM. actives 1.8% (n = 330,000). AID 485270; in the data active = inhibition mostly above about 38%, no sharp cut-off; inactive = mostly below about 40%;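 also: 0% = agonist challenge alone and 100% = reference antagonist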
CHT PAM – human CHT allosteric activation; CHT-expressing cells, membrane potential dye, choline EC20; active compounds read high; LV-AA mutant CHT in HEK293 cells; B-score at 10 µM; actives 0.49% (n = 310,000);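 active = initial fluorescence not abnormally high and integrated response B-score, plate-corrected, over 3 SD above library mean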
Target sequence (Q9GZV3 whole entry, looked up): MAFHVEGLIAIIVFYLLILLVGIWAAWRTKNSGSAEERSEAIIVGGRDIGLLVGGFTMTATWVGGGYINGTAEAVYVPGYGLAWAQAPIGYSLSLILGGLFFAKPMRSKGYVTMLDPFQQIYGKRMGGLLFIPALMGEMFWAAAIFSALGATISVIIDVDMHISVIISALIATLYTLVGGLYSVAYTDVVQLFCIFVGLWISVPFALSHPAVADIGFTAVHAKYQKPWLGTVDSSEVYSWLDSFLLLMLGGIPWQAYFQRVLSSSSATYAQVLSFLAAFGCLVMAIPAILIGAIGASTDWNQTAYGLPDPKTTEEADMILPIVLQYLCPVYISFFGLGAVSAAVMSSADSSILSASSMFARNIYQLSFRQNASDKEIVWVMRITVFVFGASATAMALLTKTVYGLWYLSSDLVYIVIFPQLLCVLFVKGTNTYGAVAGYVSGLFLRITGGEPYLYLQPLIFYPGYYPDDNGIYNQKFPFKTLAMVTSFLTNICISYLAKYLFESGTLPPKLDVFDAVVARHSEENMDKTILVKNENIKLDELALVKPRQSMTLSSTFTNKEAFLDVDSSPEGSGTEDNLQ
Numbers without * were called inactive; i = inactive; . = no result given. Hits appear at their usual frequency (roughly 2.5% active in at least one column).

mol | OX1R antag-1 | OX1R antag-2 | CHT PAM
CCOC(=O)c1c(NC(=O)c2nn(C)cc2[N+](=O)[O-])sc(C)c1C | -17 | 31 | i
CNc1oc(C)nc1S(=O)(=O)c1ccc(C)cc1 | -11 | 7 | i
Cc1cc(NC(=O)c2ccccc2Oc2ccccc2)no1 | -39 | 7 | i
O=C1c2ccccc2C(Nc2ccc(S(=O)(=O)N3CCCCCC3)cc2)N1Cc1ccco1 (centres undefined) | -23 | 13 | i
CC(C)CCNc1ncnc2c1cnn2Cc1ccccc1Cl | -37 | 1 | i
CCN(CC(=O)Nc1cccc(S(=O)(=O)N2CCCCC2)c1)Cc1ccccc1 | -24 | 18 | i
CC(C)(C)CN1CCNC(=O)C1CC(=O)NCCN1CCCc2ccccc21 (centres undefined) | -3 | 18 | i
COCCN1Cc2cccc(C(=O)NCc3ccc4c(c3)OCO4)c2C1=O | -20 | 0 | i
CCn1cc(/C=C/C(=O)Nc2ccn(Cc3c(F)c(F)cc(F)c3F)n2)cn1 | -21 | 17 | i
O=C(Nc1ccc(-c2n[nH]c(=S)o2)cc1)c1ccccc1Cl | 2 | 13 | i
CN(c1cc(=O)n2ccccc2n1)C1CCCCC1 | -18 | 3 | i
Cn1c(=O)cc(NCc2ccccc2)[nH]c1=O | -7 | 12 | i
COc1ccc2cc3c(nc2c1)OCC3 | -27 | 13 | i
O=C(Nc1ccccc1N1CCCCC1)C1=COCCO1 | -31 | 6 | .
CCNc1nc(NCC)nc(C(=O)OCCO)n1 | -5 | 17 | i
Oc1c(C=Nc2ccc(Cl)cn2)sc2ccccc12 | -15 | 11 | i
CSc1ccc(CCNC(=O)CN2C(=O)c3cccnc3Oc3ccc(C)cc32)cc1 | -12 | 17 | i
COc1ccc2c(c1)C(c1ccc(Cl)cc1)NC(=O)C2 (centres undefined) | -24 | 34 | i
Cn1cccc1-c1nc2ccc(NC(=O)c3ccco3)cc2[nH]1 | -6 | 14 | i
Oc1ccccc1/C=N/N1CCN(c2ccccn2)CC1 | -8 | 6 | i
O=S(=O)(c1ccccc1)N1CCC(n2nnc3cc(F)ccc32)CC1 | -15 | -1 | i
CSc1nn2c(C)c(C)c(C)nc2c1C#N | -4 | 1 | i
COc1ccccc1-c1cc(-c2ccc(C)cc2)nc(SCc2nnc(-c3ccccc3)o2)c1C#N | -19 | 14 | i
CO/N=C(/CNC(=O)c1ccc(F)cc1)c1ccc(Cl)cc1 | -12 | 16 | i
COc1ccc(-c2cc3ncc(C(C)=O)c(C)n3n2)cc1 | -5 | 18 | i
Cc1ccccc1/C(N)=N/OC(=O)c1cccs1 | -2 | 11 | i
Cc1nc([N+](=O)[O-])cn1CC(=O)NCCCO | -5 | 18 | i
COC(=O)Cc1c(O)ccn(C2CC2)c1=O | -6 | 0 | i
O=C(CNC(=O)[C@@H]1Cc2ccccc2CN1)Nc1ccc2c(c1)OCO2 | -2 | 9 | i
COCCNC(=O)c1nn2cccnc2c1Cl | -8 | 6 | i
O=C(Nc1ccc(Cl)cc1F)C1CCN(S(=O)(=O)c2cccnc2)CC1 | 5 | 19 | i
Cc1ccccc1NC(=O)c1ccc2nc(N3CCOCC3)sc2c1 | -10 | 5 | i
Cc1cc(NC(=O)CSc2nnc(-c3ccncc3)n2-c2ccc(F)cc2)no1 | -16 | 10 | i
CS(=O)(=O)Nc1ccc(C2=NN(C(=O)c3ccccc3)C(c3cccs3)C2)cc1 (centres undefined) | -38 | 2 | i
CC1(C)CC(=O)/C(=N/Nc2ccc(Cl)cc2)CO1 | -7 | 12 | i
O=C(CCCl)N1CCN(c2nc(-c3ccccc3)cs2)CC1 | -35 | 3 | i
COc1cc(C2c3c(-c4ccccc4O)n[nH]c3C(=O)N2Cc2ccco2)cc(OC)c1OC (centres undefined) | -23 | 18 | i
O=C(/C=C/c1cccc2ccccc12)c1ccncc1 | -37 | 17 | i
COCCNC(=O)c1ccc2c(c1)ncn2-c1cccc(C)c1 | -1 | 11 | i
CCOc1ccc(S(=O)(=O)/N=C(/c2ccccc2)N(C)C)cc1 | -14 | 18 | i
CCOc1ccc(NC(=O)CN2CCN(CC(=O)Nc3ccccc3OC)CC2)cc1 | -18 | 1 | i
O=C(Nc1ncn[nH]1)c1ccc(Cl)c(S(=O)(=O)N2CCCCCC2)c1 | 29 | 12 | i
O=C(Nc1ccccc1)C1=C[C@H](C2CC2)C[C@H](OCCCCO)O1 | -13 | 33 | i
Cc1c(CCC(=O)NCC(=O)NCC(=O)O)c(=O)oc2cc3oc4c(c3cc12)CCCC4 | -8 | -8 | i
N#CC1=C(SCC(=O)Nc2cccc3cccnc23)NC(=O)C(C#N)C12CCCCC2 (centres undefined) | -1 | 39* | i
COc1ccc(NC(=O)c2nc[nH]c2C(=O)NCC(=O)OC(C)(C)C)cc1 | -8 | 36 | i
CC(=O)Nc1nnc(SCC(=O)Nc2nc(C)cs2)s1 | -6 | 12 | i
CCOc1ccc(S(=O)(=O)Nc2ccccc2C(=O)N/N=C/c2c(OC)ccc3ccccc23)cc1 | 11 | 47 | i
CCOc1ccc(NC(=O)CN(c2cccc(C(F)(F)F)c2)S(C)(=O)=O)cc1 | -25 | 16 | i
CCCC(C(=O)NNC(=O)c1ccncc1)c1ccccc1 (centres undefined) | -17 | 1 | .
CCN(CC)CCN(C(=O)c1ccc2c(c1)OCCO2)c1nc2c(Cl)cccc2s1 | -6 | 31 | i
CCN(C1CCS(=O)(=O)C1)S(=O)(=O)c1cccs1 (centres undefined) | -16 | 9 | i
O=C1c2cc(CO)cc(O)c2C(=O)c2c(O[C@@H]3OC(CO)[C@@H](O)[C@@H](O)[C@@H]3O)cccc21 (some centres undefined) | -10 | 73* | i
CN(C)S(=O)(=O)c1cccc(NC(=O)c2cc(-c3cccs3)nn2-c2cccc(Cl)c2)c1 | -3 | 18 | i
Cc1cc(C(=O)NC2CCCN(Cc3ccccc3F)C2)n[nH]1 (centres undefined) | -12 | -10 | i
O=C(CSC1=NS(=O)(=O)c2ccccc2N1)NCCc1ccccc1 | -3 | 19 | i
Cc1ccc(C(C(=O)NC2CCCCC2)N(Cc2cccnc2)C(=O)C2COc3ccccc3O2)o1 (centres undefined) | -22 | 17 | i
COC(=O)C1=C(N)Oc2cc(C)[nH]c(=O)c2C1c1cc(OC)c(OC)c(OC)c1 (centres undefined) | -6 | 6 | i
O=C(NCc1ccccn1)C1CCC(=O)N1C1CCCCC1 (centres undefined) | -5 | 13 | i
O=C(CN1C(=O)CCSc2ccc(S(=O)(=O)N3CCOCC3)cc21)Nc1cccc(F)c1 | -19 | 6 | i

Additional entries
mol | OX1R antag-1 | OX1R antag-2 | CHT PAM
CCn1c(/C=N/c2nc3ccccc3n2C)nc2ccccc21 | 8 | 6 | i
Cc1nn(C(C)C(=O)NC2CC2)c(=O)c2nn(-c3ccccc3)c(C)c12 (centres undefined) | -10 | 14 | i
CN(c1ccccc1)S(=O)(=O)c1cccc(NC(=O)c2ccc(=O)[nH]n2)c1 | 16 | 3 | .
COCCN1CCn2c(nc3cc(NC(=O)NC4CCCCC4)ccc32)C1 | 2 | 15 | i
CCOc1ccc(C(=O)NCc2ccc3c(c2)OCO3)cc1 | -8 | 11 | i
COCCNC(=O)CCc1nnc2ccc(N3CCC(C)CC3)nn12 | -3 | 8 | i
COc1ccc(NC(=O)C2CCCCN2N)cc1OC (centres undefined) | -33 | 22 | i
Cc1nc(-c2cccc(NC(=O)c3ccc(-n4cccn4)cc3)c2)cs1 | -13 | 52* | .
CC(=O)N/C(=C\c1ccccc1)C(=O)OCC(=O)N(CC(C)C)c1c(N)n(Cc2ccccc2)c(=O)[nH]c1=O | -15 | 31 | i
Cc1ccc(S(=O)(=O)N2CCC(=O)N(C(COCc3ccc(Cl)cc3Cl)Cc3ccccc3)CC2)cc1 (centres undefined) | -17 | 24 | i
O=C(Cn1nnc2ccccc21)OCc1ccccc1 | -10 | 17 | i
Cc1cccc(C(=O)Nc2c3c(nn2C(C)(C)C)CS(=O)(=O)C3)c1 | -21 | 12 | i
CCOC(=O)CN1CC23C=CC(O2)C(C(=O)Nc2ccc(OCC)cc2)C3C1=O (centres undefined) | -19 | 2 | i
CC(/C=C/c1ccccc1)=N\NC(=O)c1cc(C)nc2ccccc12 | 0 | 0 | i
S=c1[nH]nc(Cc2ccc(Br)cc2)n1/N=C/c1ccc(Cl)cc1 | -31 | 17 | i
Cc1cc(C)n2nc(SCC(=O)N3CCc4ccccc43)nc2n1 | -14 | 16 | i
Cc1ccc(O)c(NC(=S)NC(=O)/C=C/c2ccccc2)c1 | 3 | 7 | i
CCN1CCN(C(=O)c2ccc(Cl)c(S(=O)(=O)N3CCOCC3)c2)CC1 | -4 | 5 | i
O=C(COC(=O)c1ccc(Cl)c(S(=O)(=O)N2CCCC2)c1)NC1CCCCC1 | -11 | 15 | i
CN(C)/N=C/c1ccc(N2CCOCC2)cc1 | -9 | 18 | i
Cc1ccc(-c2ccc(CCC(=O)O)n2NC(=O)c2cccs2)cc1 | -18 | 9 | i
CCC(C)C(NC(N)=O)C(=O)NC1CCC(C)CC1 (centres undefined) | -11 | 12 | i
O=C(O)Cc1ccc(NC(=O)c2ccc3c(c2)C(=O)N(CC2CCCO2)C3=O)cc1 (centres undefined) | -3 | 79* | i
Cc1ccc(S(=O)(=O)NC(=O)c2cc(C)n(C3CC3)c2C)cc1 | -11 | 0 | i
O=C1OC(OC2CCCCC2)(c2ccccc2)c2ccccc21 (centres undefined) | -2 | 10 | i
Cc1cc(-c2ccccc2)c2c(n1)sc1c(O)cc(=O)[nH]c12 | 0 | -1 | i
CCCCCC(=O)N1CC2(CC(c3cccc(NC(=O)CC)c3)=NO2)C[C@H]1C(N)=O (some centres undefined) | -8 | 14 | i
CC(OC(=O)C1=COCCO1)C(=O)Nc1cccc(S(=O)(=O)N2CCOCC2)c1 (centres undefined) | -15 | -1 | i
COCCNC(=O)C(=O)NCC1OCCN1S(=O)(=O)c1ccc(F)cc1 (centres undefined) | -15 | 2 | i
Cc1c(C(=O)Nc2ccc3c(c2)OCCO3)cnn1C | 3 | 1 | i
Cc1ccc(NC(=S)NNC(=O)c2ccccc2O)c(C)c1 | 4 | 68 | i
O=c1c2ccccc2c(-c2ccccc2)nn1-c1cc(Cl)ccc1[N+](=O)[O-] | -19 | 25 | i
COc1ccc(Cl)cc1NC(=O)CN(C)Cc1cccs1 | -10 | 7 | i
O=c1[nH]cccc1-c1nc2ccccc2n1Cc1cccc(Cl)c1 | -15 | 7 | i
CCN1CCN(C(=O)CCc2ccc(S(=O)(=O)NCCc3ccccc3)cc2)CC1 | 8 | 31 | i
CN1CCCN(CC(O)COCc2cccs2)CC1 (centres undefined) | 2 | 13 | i
CCCCCCNC(=O)CCNC(=O)c1cc(OC)c(OC)c(OC)c1 | -8 | 12 | i
CC(C)N(Cc1cn(C)nc1-c1cccc(Cl)c1)CC1CCC(=O)N1 (centres undefined) | -13 | 7 | i
Cc1cccc(Nc2ccccc2C(=O)OCC(=O)NCc2ccco2)c1C | -25 | 20 | i
Cn1nnnc1SCC(=O)c1cccs1 | -13 | 15 | i
Cc1ccc(S(=O)(=O)NCC(=O)OCc2ccccc2)cc1 | -6 | 7 | i
O=C(O/N=C(\c1ccccc1)c1ccncc1)c1ccccc1F | -19 | 11 | i
O=C(CSc1nnc(NC(=O)c2ccc(F)cc2)s1)NC1CCCC1 | 0 | 10 | i
O=c1[nH]c(-c2ccccc2)nn1-c1ccc(Br)cc1Br | -8 | 14 | i
COc1ccc(NC(=O)C2CC(=O)OC23CCCCC3)cc1 (centres undefined) | -30 | 8 | i

Copied from the results shown (14 entries):
mol | OX1R antag-1 | OX1R antag-2 | CHT PAM
Cc1c(C(=O)Nc2ccc3c(c2)OCCO3)cnn1C | 3 | 1 | i
Cc1ccc(NC(=S)NNC(=O)c2ccccc2O)c(C)c1 | 4 | 68 | i
O=c1c2ccccc2c(-c2ccccc2)nn1-c1cc(Cl)ccc1[N+](=O)[O-] | -19 | 25 | i
COc1ccc(Cl)cc1NC(=O)CN(C)Cc1cccs1 | -10 | 7 | i
O=c1[nH]cccc1-c1nc2ccccc2n1Cc1cccc(Cl)c1 | -15 | 7 | i
CCN1CCN(C(=O)CCc2ccc(S(=O)(=O)NCCc3ccccc3)cc2)CC1 | 8 | 31 | i
CN1CCCN(CC(O)COCc2cccs2)CC1 (centres undefined) | 2 | 13 | i
CCCCCCNC(=O)CCNC(=O)c1cc(OC)c(OC)c(OC)c1 | -8 | 12 | i
CC(C)N(Cc1cn(C)nc1-c1cccc(Cl)c1)CC1CCC(=O)N1 (centres undefined) | -13 | 7 | i
Cc1cccc(Nc2ccccc2C(=O)OCC(=O)NCc2ccco2)c1C | -25 | 20 | i
Cn1nnnc1SCC(=O)c1cccs1 | -13 | 15 | i
Cc1ccc(S(=O)(=O)NCC(=O)OCc2ccccc2)cc1 | -6 | 7 | i
O=C(O/N=C(\c1ccccc1)c1ccncc1)c1ccccc1F | -19 | 11 | i
O=C(CSc1nnc(NC(=O)c2ccc(F)cc2)s1)NC1CCCC1 | 0 | 10 | i

Continued.
mol | OX1R antag-1 | OX1R antag-2 | CHT PAM
COC(=O)c1sccc1NC(=S)Nc1cc(C)cc(C)c1 | 6 | 8 | i
COc1ccc(-c2c(C#N)c(N)nc3c2c(=O)n(C)c(=O)n3C)cc1Cl | -3 | 28 | i
Cc1ccc(OCC(=O)Nc2cc(C)on2)c([N+](=O)[O-])n1 | -9 | 58 | i
COc1ccc(CCNC(=O)CSc2nc3ccccc3o2)cc1 | -22 | 22 | i
COc1cccc(CNC(=O)COC(=O)c2nc(Cl)c(Cl)c(Cl)c2Cl)c1 | 15 | 5 | .
CCc1nc(SCc2ccc(OC)c(Br)c2)n[nH]1 | -30 | -5 | i
N#C/C(=C(/O)CN1CCOCC1)c1nc(-c2ccccc2)cs1 | 0 | 12 | i
